High-throughput results as filed in PubChem BioAssay.
TRb-SRC2 inh – disrupts binding of human TR beta to SRC2. P10828. TRbeta-SRC2 peptide binding, fluorescence polarization; receptor liganded with 1 µM T3. Potency, µM (doses to about 106 µM), for inactives: at the highest dose activity change, negative = inhibition, usual class: inhibitors. hit rate 0.065% among 280,000;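 also: plate controls were bound peptide for no effect and peptide without receptor for full effect; nearly all actives have a fitted effect of over 50% in size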
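Binding of a 20-amino-acid Texas Red SRC2 peptide (20 nM) to TRb ligand-binding domain (0.6 uM) with agonist T3 at 1 uM was followed by fluorescence polarization after a 5 hr room-temperature incubation.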
RGS12 GoLoco inh – inhibitors of human Gai1-RGS12 GoLoco interaction (red fluorophore) | P63096 | Gai1:RGS12 GoLoco peptide FP, rhodamine, 10 min | Potency, µM (series often up to 61.6 µM), for the others: at the top dose activity, negative = inhibition, hits mostly inhibitors | hit rate 0.44% among 230,000 | AID 880; active = well fitted inhibition curve with a large enough effect, not every such curve was filed as active; inactive = no such curve, though single readings can be large or run the other way; also: % is scaled to controls: 0 for no effect and ±100 for the full control effect; nearly all actives have a fitted effect of over 30% in size; many of its hits are not listed in these tables
SMN2 splice enh – SMN2 splice variant enhancement; Potency, µM (highest dose often 46.1 µM), inactives show at the top dose activity change, positive = activation, most hits filed as activators; HEK293 SMN2-luciferase splicing reporter, luminescence, 30-36 h; hit rate 2.8% among 210,000; also: % of control where 0% means no effect; nearly all actives have a fitted effect of over 55% in size
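HEK293 cells carry an SMN2 minigene-luciferase reporter in which exon 7 inclusion puts luciferase in frame. Cells were seeded at 2000 cells/well, attached for 10-12 hours, then exposed to compounds for 30-36 hours at 37C before ONE-Glo luminescence.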
RECQ1 helicase – inhibitors of human RECQ1 DNA helicase | hit rate 0.54% among 240,000 | P46063 | AID 2549 | RECQ1 DNA unwinding, red fluorescence kinetic read | Potency, µM (titrated, usually from 57.3 µM), for inactives: top-dose activity, negative = inhibition, usual class: inhibitors;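 also: plate controls were vehicle for no effect and no enzyme for full effect; nearly all actives have a fitted effect of over 30% in size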
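50 nM RECQ1T1 preincubated 15 min with compound in Tris pH 8.0 buffer with MgCl2, DTT, Tween-20 and 2.5 ug/ml poly(dI-dC); started with 200 nM TAMRA/BHQ-2 forked duplex and 2 mM ATP. Unwinding read as fluorescence (525/598 nm), two reads 2 h apart.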
LMNA splice mod – modulators of lamin A splicing | HeLa LMNA splicing GFP/RFP minigene ratio, 48 h | Potency, µM (series often up to 46.1 µM), for the others: at the highest dose ratio change, negative = inhibition, actives largely listed as inhibitors | hit rate 0.01% among 200,000 | AID 1487; active = well fitted inhibition curve with a large enough effect in the signal ratio, with a control signal flat, not every such curve was filed as active; inconclusive = small, poorly fitted or top-dose-only effect, or effect the other way, or a change in a side signal; the % refers to the signal ratio; also: % is scaled to controls: 0 for no effect and ±100 for the full control effect
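S3 HeLa cells stably expressing lamin A-EGFP splicing minigene plus DsRed2, 600 cells/well, 48 h compound exposure at 37C. Laser-scanning cytometry; analysed as GFP (500-530 nm)/RFP (575-640 nm) total intensity ratio; 0.5% DMSO vehicle.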
JMJD2E inh – JMJD2E (human) inhibition; JMJD2E catalytic domain, FDH-coupled NADH fluorescence (FDH is formaldehyde dehydrogenase); Potency, µM (highest dose often 57.1 µM), for the others: at the highest dose activity change, negative = inhibition, actives largely listed as inhibitors; AID 2147; hit rate 1.6% among 230,000; B2RXH2; active = well fitted inhibition curve with a large enough effect, not every such curve was filed as active; inconclusive = small, poorly fitted or top-dose-only effect, or another doubt; inactive = no such curve, though single readings can be large or run the other way;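 also: 0% = wells with enzyme and -100% = buffer wells without enzyme; nearly all actives have a fitted effect of over 50% in size; many of its hits are not listed in these tables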
Target sequence (B2RXH2 1-337 limits assumed): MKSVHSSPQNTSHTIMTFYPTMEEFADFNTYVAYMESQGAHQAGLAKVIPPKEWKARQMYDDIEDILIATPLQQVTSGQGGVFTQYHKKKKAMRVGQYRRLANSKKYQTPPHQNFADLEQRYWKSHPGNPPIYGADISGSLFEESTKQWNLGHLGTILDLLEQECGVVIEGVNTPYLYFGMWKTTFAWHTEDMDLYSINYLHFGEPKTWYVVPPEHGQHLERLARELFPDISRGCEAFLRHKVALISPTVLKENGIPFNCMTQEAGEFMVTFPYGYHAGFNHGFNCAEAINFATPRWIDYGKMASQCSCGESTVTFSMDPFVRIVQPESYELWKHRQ
TexasRed fluor – counter-screen for TRb-SRC2 inhibitors: fluorescence interference | TRb/SRC2 Texas Red total fluorescence interference | hit rate 0.29% among 280,000 | Potency, µM (top dose mostly 106 µM), inactives show top-dose fluorescence change, negative = quenching; active = well fitted curve in either direction with a large enough effect; inconclusive = small, poorly fitted or top-dose-only effect; also: % is scaled to controls: 0 for no effect and ±100 for the full control effect
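Human TRβ ligand-binding domain (0.6 uM) and Texas Red SRC2 peptide (20 nM) in Tris buffer with 1 uM T3 and 5% DMSO were incubated with pinned compound for 5 hr at ambient temperature. Total fluorescence was computed as S + 2P (555/632 nm).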
ALDH1A1 block – ALDH1A1 (human) enzyme inhibition; P00352; Purified ALDH1A1, NADH fluorescence, propionaldehyde substrate; Potency, µM (series often up to 75.3 µM), without a hit: at the top dose activity, negative = inhibition, actives largely listed as inhibitors; hit rate 7.3% among 220,000; active = well fitted inhibition curve with a large enough effect, not every such curve was filed as active; inconclusive = small, poorly fitted or top-dose-only effect, or another doubt; inactive = no such curve, though single readings can be large or run the other way;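 also: plate controls were no enzyme wells and a reference inhibitor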
Target sequence (P00352 whole entry, looked up): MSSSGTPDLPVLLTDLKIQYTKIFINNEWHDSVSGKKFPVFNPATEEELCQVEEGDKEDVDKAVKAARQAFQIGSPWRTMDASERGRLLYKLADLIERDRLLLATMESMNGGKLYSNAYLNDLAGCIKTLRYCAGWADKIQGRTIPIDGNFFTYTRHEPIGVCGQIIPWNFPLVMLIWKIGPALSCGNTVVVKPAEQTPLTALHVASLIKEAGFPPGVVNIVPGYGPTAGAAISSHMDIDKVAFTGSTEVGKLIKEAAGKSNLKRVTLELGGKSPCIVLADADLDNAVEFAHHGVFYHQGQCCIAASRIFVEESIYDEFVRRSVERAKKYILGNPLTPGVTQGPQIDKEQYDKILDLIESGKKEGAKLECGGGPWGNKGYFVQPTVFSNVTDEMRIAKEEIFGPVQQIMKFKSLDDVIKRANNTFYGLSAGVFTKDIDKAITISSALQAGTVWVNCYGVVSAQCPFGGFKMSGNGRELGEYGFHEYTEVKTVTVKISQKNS
* = called active by the depositor; i = inactive; ? = inconclusive; nt = no result given; [ ] = remark or other dose. Unless noted, calls follow the shape of the dose curve; as a rule, active = well fitted curve in the direction sought with a large enough effect; inconclusive = small, poorly fitted or top-dose-only effect, or another doubt; inactive = no such curve, though single readings can be large; an effect the other way counts as inactive or inconclusive. Potency is read from the fitted curve at half-maximal effect. Not all compounds are listed; rates above refer to the full screens.

Below each SMILES – TRb-SRC2 inh | RGS12 GoLoco inh | SMN2 splice enh | RECQ1 helicase | LMNA splice mod | JMJD2E inh | TexasRed fluor | ALDH1A1 block
> COCCNC(=O)CCn1nc(-c2ccc(Cl)cc2)ccc1=O
→ -16.8% | 12.3% | 11.3% | -0.3% | 2.6%[0.0737 µM] | ? | 0.6% | 4.3%
> Cc1onc(-c2ccccc2)c1C(=O)N1CCOC12CCN(c1cccc(F)n1)CC2
→ 7.7% | -5.0% | -15.5% | i | 0.0%[46 µM] | -24.2% | -0.3% | -0.7%
> CCN(CC(=O)Nc1cccc(F)c1)Cc1nc2ccccc2c(=O)[nH]1
→ 0.4% | -9.3% | 2.4% | 1.7% | nt | 2.9% | 0.0% | ?
> Cc1c(NC(=O)c2cc3c(s2)-c2ccccc2OC3)cccc1[N+](=O)[O-]
→ 9.1% | 8.6% | nt | -1.8% | -18.4% | -5.7% | 3.1% | 14.1µM*
> CCC(C)c1ccc(NC(=O)C2CC2)cc1 (stereo not drawn)
→ -2.0% | 4.5% | 2.0% | -10.0% | 3.8% | 5.1% | -1.0% | -0.3%
> CN(C)c1ccc(C(=O)NNC(=O)c2ccc(Cl)cc2)cc1
→ -3.8% | -0.7% | nt | -19.0% | nt | -6.7% | -1.5% | ?
> O=C(c1cc(-c2ccc(Cl)cc2)n(-c2ccc(Cl)cc2)n1)N1CCOCC1
→ -1.6% | -10.7% | -7.8% | i | 28.7% | -5.7% | 2.4% | 3.0%
> COc1ccc(N(C)S(=O)(=O)c2c(C)[nH]c(=O)[nH]c2=O)c(OC)c1
→ 4.9% | -7.0% | 2.6% | 8.7% | 5.7% | 2.2% | 0.9% | -4.4%
> COc1ccc(-c2[nH]nc3c2C2(C(=O)N(CC(=O)O)c4ccccc42)C(C#N)=C(N)O3)cc1OC (stereo not drawn)
→ -9.2% | 2.3% | -5.9% | i | -3.9% | -13.1% | -9.0% | 2.8%
> O=C(CSc1nnnn1-c1cccnc1)Nc1ccc(OCc2ccccc2)cc1
→ -0.9% | 6.7% | 2.8% | 2.1% | 1.7% | 12.5% | 0.3% | 3.98µM*
> O=C(NNC(=O)c1cnccn1)c1cccc([N+](=O)[O-])c1
→ -11.9% | 0.5% | 23.3% | -3.1% | -8.9% | -3.6% | -5.3% | ?
> COc1ccc(-n2c(=S)[nH]c3cc(C(=O)Nc4ccc(OC)c(OC)c4)ccc3c2=O)cc1
→ 11.8% | -2.3% | -6.0% | -3.1% | -6.7% | 5.6% | -21.8% | -2.5%
> CCc1ccc(NC(=O)CS(=O)CC(=O)Nc2ccc(F)cc2F)cc1 (stereo not drawn)
→ -22.1% | 39.2%[activator] | -4.4% | -8.6% | 3.7% | 2.3% | -2.6% | 7.0%
> COCC(=O)N1CCC2(CCCN(C(=O)Nc3cccc(F)c3)C2)CC1
→ nt | -3.0% | -8.7% | -3.7% | nt | nt | nt | 6.5%
> O=c1c2ccccc2[nH]c(=S)n1CCc1ccccc1
→ -5.2%[53 µM] | 9.7% | ? | -3.6% | -7.1% | 2.7% | -2.0%[53 µM] | 4.9%
> O=C(N/N=C/c1c(O)ccc2ccccc12)c1[nH]ncc1Br
→ 13.9% | 11.0% | -79.3%[inhibitor] | -29.8% | ? | 31.6µM* | -12.9% | 2.8%
> O=C(Nc1ccc(F)cc1)c1ccc(S(=O)(=O)NCC2CCCO2)cc1 (stereo not drawn)
→ -1.0% | 8.8% | -51.1%[inhibitor] | -4.1% | ? | 6.9% | -5.8% | -3.7%
> COc1ccc(CCNC(=O)CN(C2CCCCC2)S(C)(=O)=O)cc1
→ -1.0% | 2.9% | -4.5% | -11.7% | -2.1% | -0.3% | -0.4% | -5.2%
> CCCOc1ccc(C(=O)N2CCCC2)cc1OC
→ -4.5% | 4.4% | 2.8% | i | -0.7% | 2.5% | -4.9% | 5.7%
> C=CCC(C)(Nc1ccccc1)C(=O)OCC (stereo not drawn)
→ 7.8% | -18.0% | 7.6% | i | nt | -3.2% | -2.5% | -6.4%
> O=C(O)[C@H](Cc1ccccc1)NC(=O)N1CCC(Cc2ccccc2)CC1
→ 4.9% | 4.9% | nt | -16.4% | 0.9%[46 µM] | -19.9% | -0.9% | nt
> CC1CCCN(C(=S)NCc2ccccc2)C1 (stereo not drawn)
→ 1.0% | 3.3% | 11.8% | i | 8.9% | 11.0% | 4.4% | 6.4%
> O=C(Cn1nnc(-c2ccc(CN3CCOCC3)cc2)n1)NC1CCCCC1
→ -0.8% | 0.3% | -28.4% | i | 6.7% | 0.2% | -3.4% | 9.0%
> COc1ccc(COC(=O)N/N=C2/C[C@@H](O)[C@@H](O)[C@@H]3[C@@H]4C(=O)N(C(C)(C)C)C(=O)[C@H]4CC[C@@H]23)cc1
→ -1.7%[11.2 µM] | nt | nt | 9.0%[11.5 µM] | nt | nt | 0.4%[11.2 µM] | 0.6%[13.5 µM]
> COc1ccc(NC(=O)Nc2cc(C)cc(C)c2)cn1
→ -13.5% | -1.2% | nt | i | nt | -5.6% | -2.7% | nt
> Cc1c(C(=O)OC(C)C)[nH]c2c1C(=O)CC(C)(C)C2
→ -3.3% | 3.5% | -17.9% | -9.3% | -19.6% | 9.4% | 1.7% | 0.0%
> COc1ccc(CCNC(=O)CSc2nnc(-c3ccccc3)c3ccccc23)cc1OC
→ 5.5% | 20.5% | 2.2% | i | ? | 0.0% | 2.9% | -1.4%
> O=C(NCCN1CCN(Cc2ccc([N+](=O)[O-])cc2)CC1)C(=O)Nc1ccccc1
→ -0.8% | 2.1% | -41.4%[inhibitor] | -0.6% | -9.3% | -2.6% | -5.3% | 2.4%
> NNc1nc2c(Cl)ccc(Cl)c2s1
→ -6.4%[53 µM] | 7.7% | -0.4% | -0.5% | ? | ? | -1.7%[53 µM] | -4.0%
> CCOc1cc(C(C#N)N2CCCCC2)ccc1OC (stereo not drawn)
→ -0.4% | -2.8% | -5.4% | -8.2% | 7.1% | -12.6% | -0.4% | ?
> CCOC(=O)N1CCN(c2nc(SC)nc3sc4c(c23)CC(C)(C)OC4)CC1
→ -1.8% | 12.5% | -8.3% | -7.9% | -8.9% | ? | -1.8% | ?
> Nc1ccc2ncccc2c1
→ -3.5% | 67.8%[activator] | ? | -0.4% | 9.5% | ? | -6.9% | ?
> O=C(O)CCC(=O)N1CCc2cc(S(=O)(=O)N3CCCCC3)ccc21
→ 2.5% | 4.0% | -4.6% | 9.4% | 2.3% | -0.3% | 0.3% | 9.2%
> CCC(C)c1ccc(OCCn2ccnc2)cc1 (stereo not drawn)
→ -7.0% | 6.4% | -30.0%[inhibitor] | -3.2% | ? | -27.0% | 1.7% | -4.5%
> COC(=O)c1ccc(Cn2cnc3c(cnn3-c3ccc(F)cc3)c2=O)o1
→ 2.0% | nt | nt | -2.6% | ? | 0.3% | -1.9% | 7.2%
> COc1cccc(OC)c1NC(=O)c1nc2c(nnn2Cc2ccccc2Cl)c(=O)[nH]1
→ 7.3% | 23.5% | -39.8%[inhibitor] | -7.5% | nt | 1.0% | -1.8% | ?
> COc1ccc(OCC(=O)N2CCN(C(=O)c3cccs3)CC2)cc1
→ -10.4% | 13.4% | 3.1% | i | -2.6% | 0.1% | 0.6% | ?
> N#Cc1ccc(Cn2c(=O)c(C#N)c3n(c2=O)CCC3)cc1
→ 8.7% | 5.2% | -3.1% | -10.4% | 14.1% | 4.1% | 3.5% | 8.5%
> C[C@H]1C=C(C(=O)NCc2ccccc2)O[C@@H](OCc2ccc(CO)cc2)C1
→ 3.9% | 2.1% | nt | ? | nt | -3.0% | 0.2% | -0.1%
> Cc1ccc(C)c(S(=O)(=O)N2CCN(CC(=O)Nc3sccc3C#N)CC2)c1
→ -0.8% | 27.1% | -15.3% | -5.5% | -9.3% | ? | ? | -10.8%
> CC1CCN(C(=O)c2ccccc2NC(=O)c2cccc(S(=O)(=O)N3CCOCC3)c2)CC1
→ 1.2% | -8.4% | 9.6% | -1.5% | 4.5% | 1.9% | 0.1% | ?
> CCN1C(=O)C2(C(C#N)=C(N)Oc3c2c(C)nn3-c2ccccc2)c2ccccc21 (stereo not drawn)
→ -7.5% | 4.1% | 0.1% | 10.2% | 0.0% | -14.7% | -4.5% | ?
> CS(=O)(=O)NCc1nnc(SCc2ccc(C(F)(F)F)cc2)o1
→ 2.0% | -1.0% | nt | -7.8% | nt | -3.8% | -2.8% | nt
> N=C1C(c2nc3ccccc3s2)=C(O)CN1NC(=O)c1ccco1
→ -10.1% | 29.9% | nt | -4.5% | nt | ? | -0.7% | 1.4%
> CC(=O)Oc1ccc(/C=C2/Oc3ccccc3C2=O)cc1
→ -3.7% | 9.9% | nt | 4.9% | nt | ? | -3.0% | ?
> COC(=O)C(NC(C)=O)(Nc1nc(C)cs1)C(F)(F)F (stereo not drawn)
→ 2.6% | 0.5% | 4.7% | -5.0% | -6.3% | 5.1% | -2.2% | 4.1%
> CC(NC(=O)CCc1nnc(Cc2cccc(C(F)(F)F)c2)o1)C1CC1 (stereo not drawn)
→ -9.2% | 3.7% | nt | i | -1.1%[46 µM] | -7.9% | -9.3% | 15.2%
> CCOc1cc(/C=N/NC(=O)c2cc(C3CC3)[nH]n2)ccc1O
→ -3.1% | 8.6% | 3.3% | -0.3% | -3.3%[46 µM] | -12.8% | 1.7% | 1.1%
> CSc1nc2c(c(=O)[nH]1)CCCC2
→ 2.6% | -8.4% | -3.1% | i | 6.9% | -0.2% | 1.1% | 7.7%
> N#Cc1c(C(F)(F)F)cc(=O)[nH]c1SCC(=O)O
→ 1.9% | -12.3% | 1.7% | 14.2% | 12.3%[46 µM] | ? | -2.6% | 13.4%
> CCn1ccc(C(=O)NC2C(=O)N3C(C(=O)O)=C(C)CSC23)n1 (stereo not drawn)
→ -8.0% | -2.0% | -22.4% | -4.5% | -2.7% | 5.4% | -3.2% | 2.8%
